MT1-MMP txn act – activates MT1-MMP transcription. HT1080 MT1-MMP promoter luciferase reporter, luminescence, overnight; hits give high values. activation factor at 10 µM. 0.16% of 86,000 active. AID 750;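 active = activation factor of at least 2 for MT1-MMP transcription at 10 µM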
Calb biofilm kill – kills Candida albicans biofilms. 0.14% of 85,000 active. C. albicans biofilm + clotrimazole, Alamar Blue. inhibition, % at 6 µM;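 active = inhibition above 20%; inactive = inhibition below 20%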;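 note: preformed 24 hr biofilms exposed to compound for 48 hr; 0% = biofilm without compound and 100% = blank killed by clotrimazole plus chlorhexidine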
TNFa cytotox – toxic to HUVEC cells under TNF alpha stimulation; HUVEC TNFalpha-stimulated, Hoechst cell count, imaging; cell count reduction, % at 2 µM; 0.17% of 93,000 active; AID 848;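 active = cell count reduction exceeding the screen mean by over 5 SD, scaled to untreated wells per plate, cut at about 78% in these data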;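 note: cells counted after 24 h of TNF alpha exposure following the 1 h pretreatment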
F-actin modifier – alters cytoskeleton assembly in HUVEC cells; inhibition, % at 2 µM; 0.18% of 91,000 active; AID 836; HUVEC TNFa F-actin phalloidin imaging, high content;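 active = inhibition above the batch mean plus 3 SD and confirmed as a hit by visual image inspection, cut at about 30% in these data, passing the limit was not always enough; inconclusive = above the inhibition threshold but rejected on visual inspection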; note: strong numbers were not always called active
LYP inh 2 – blocks human PTPN22 phosphatase activity. recombinant LYP catalytic domain, DiFMUP fluorescence. 0.21% of 96,000 active. Q9Y2R2. inhibition, % at 2 µM;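 active = inhibition at 2 µM at or above a set limit, the screen mean plus 3 SD, cut at about 24% in these data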;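 note: 0% = DMSO with enzyme and 100% = enzyme fully blocked by orthovanadate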
HUVEC tox IL1B – toxic to HUVEC cells under IL-1B stimulation | HUVEC cell count loss, Hoechst imaging, IL-1B stimulated | cell count reduction, % at 2 µM | 0.41% of 94,000 active | AID 845;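 active = cell count reduction more than 3 SD above the screen-wide mean, cut at about 70% in these data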;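 note: normalized per plate to untreated control cells as the no-loss baseline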
DAT uptake mod – modulates human dopamine transporter uptake under cocaine | LLC-PK1 hDAT cells, [14C]-dopamine uptake with cocaine IC80; actives deviate in either direction | B-score at 10 µM | 1.3% of 110,000 active | AID 449768;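 active = Z score or B-score, a plate-position-corrected score, falls beyond the plate's 99.7% confidence bounds, in either direction; inactive = both scores lie inside the 99.7% bounds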;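 note: scored against the spread of the other compound wells on the same plate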
Target sequence (Q01959 whole entry, looked up): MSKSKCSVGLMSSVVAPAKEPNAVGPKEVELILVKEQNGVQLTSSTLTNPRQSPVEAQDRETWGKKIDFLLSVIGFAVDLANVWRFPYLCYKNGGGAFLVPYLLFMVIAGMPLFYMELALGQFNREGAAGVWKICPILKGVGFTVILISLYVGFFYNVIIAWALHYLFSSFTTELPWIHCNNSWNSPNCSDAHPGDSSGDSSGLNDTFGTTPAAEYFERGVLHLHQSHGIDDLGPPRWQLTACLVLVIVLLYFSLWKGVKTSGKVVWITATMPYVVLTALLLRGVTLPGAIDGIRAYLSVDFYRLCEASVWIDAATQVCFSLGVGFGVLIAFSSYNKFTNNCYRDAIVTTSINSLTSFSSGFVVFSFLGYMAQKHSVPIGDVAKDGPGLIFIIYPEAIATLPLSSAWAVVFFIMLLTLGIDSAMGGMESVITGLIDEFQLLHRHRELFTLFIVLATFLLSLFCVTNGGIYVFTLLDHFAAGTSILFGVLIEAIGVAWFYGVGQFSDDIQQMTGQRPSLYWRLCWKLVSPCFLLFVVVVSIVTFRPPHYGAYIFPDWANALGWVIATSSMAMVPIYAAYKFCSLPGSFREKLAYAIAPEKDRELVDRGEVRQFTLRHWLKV
VCAM1 TNFa inh – reduces TNF alpha induced VCAM1 expression in HUVEC; HUVEC TNFa-induced VCAM-1 immunofluorescence, high-content imaging; inhibition, % at 2 µM; 0.48% of 95,000 active; AID 802;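 active = inhibition above the batch mean plus 3 SD, with images confirmed as a hit by eye, cut at about 37% in these data; inconclusive = inhibition above that limit but hit not confirmed in images; inactive = inhibition not above that limit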;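 note: 0% = TNF-stimulated DMSO wells and 100% = unstimulated control wells; not every result past the cut was called active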
Smad3 FoxH1 inh – Smad3 (human) transcription factor binding inhibition; TR-FRET Smad3/Dy647-FoxH1 peptide binding, europium anti-His; inhibition, % at 25 µM; 0.29% of 88,000 active; P84022;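 active = compounds that reduce the energy-transfer binding signal between the protein and its labelled peptide by more than half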;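 note: 0% = Smad3 plus labelled peptide maximal FRET and 100% = peptide-only background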
The depositor's hits bear a star; ? = inconclusive; . = not tested or not shown; [ ] = dose if it differs, or a comment. Not all compounds are listed (hit frequency here may not be typical).

Value order: MT1-MMP txn act, Calb biofilm kill, TNFa cytotox, F-actin modifier, LYP inh 2, HUVEC tox IL1B, DAT uptake mod, VCAM1 TNFa inh, Smad3 FoxH1 inh
Cc1ccc(C)c(S(=O)(=O)NCc2ccc(C(=O)NCc3ccco3)cc2)c1
  1, 6, -31, -7, -10, -2, 0.65, -9, 9
COc1cccc(Cn2c(-c3cccs3)noc2=O)c1
  1.3, 5, 9, -7, -2, -9, 0.39, 20, 2
Cc1cc2n(n1)C(c1ccc3c(c1)OCO3)Nc1c(C)cccc1-2 (stereo unspecified)
  1.1, 7, -23, 28, -10, 19, 3.5*, -6, 7
Cc1ccc(S(=O)(=O)N2CCN(C(=O)COc3ccc(NC(=O)c4ccco4)cc3)CC2)cc1
  1.1, 8, -7, 8, -4, 29, -0.87, 10, 8
O=C(O)CNC(=O)c1ccc2c(c1)OCCO2
  1.2, 2, -7, -7, -5, -12, 0.69, 7, -10
Brc1cccc(-c2nnc(-c3ccccc3)o2)c1
  1.3, 0, 12, 21, 12, -24, 0.046, -16, -6
Cc1ccc(C(=O)N/C(=C\c2ccc(Br)cc2)c2nc(=S)[nH][nH]2)cc1
  ., ., -19, -7, 9, -13, 0.41, -12, .
COC(=O)CN1C(=O)N(c2ccccc2)C(N(O)C(=O)Nc2ccccc2)C1(C)C (stereo unspecified)
  1.2, 8, -21, -14, -3, -72, ., 7, -3
C/C(=N\NC(=O)Cc1ccc(Cl)cc1)c1ccccn1
  ., ., -12, 1, 7, 2, ., -10, .
Cc1cc(C)c(C)c(OCCCCn2cnc3ccccc3c2=O)c1
  ., ., 14, -22, -5, 18, 1.5, -27, .
Cc1ccccc1-c1noc(-c2ccc(O)cc2)n1
  1.1, 1, -13, 36, 10, -12, 0.32, 10, 5
COC(=O)CNc1nc(-c2ccncc2)nc2ccccc12
  1, -4, -5, -14, -12, -6, 0.07, -18, -10
CN(C)Cc1c(O)ccc2oc(Cc3ccccc3)cc12
  1.1, 8, -2, -6, -17, 16, -0.14, 0, 8
C[C@@H](Nc1nc(-c2ccccc2)nc2c1oc1ccccc12)C(=O)O
  1.1, 8, -2, 4, -7, 12, 1.1, 8, 9
COC(=O)c1ccc(-c2nn(C)c(=O)c3ccccc23)cc1
  1, 9, -16, -5, 0, -27, 0.26, 15, 5
CCOC(=O)N1CCN(C(=O)CN(c2cccc(OC)c2)S(C)(=O)=O)CC1
  1.2, -2, -4, 5, 4, -14, 0.011, 1, 9
Clc1ccc(-c2nnc(-c3ccc(Br)cc3)c(N3CCSCC3)n2)cc1
  ., ., -2, -27, 11, -5, -0.093, 8, .
CCOc1ccc(/C(=N\O)C(C)NO)cc1 (stereo unspecified)
  1, 10, -31, 28, -9, 8, -0.63, 4, 3
O=C(c1ccccc1)N1CCn2c(nc3ccccc32)C1
  1.1, 6, ., ., ., ., -0.43, ., 7
CC(=O)N(C)c1ccc(NC(=O)c2ccccc2C(=O)O)cc1
  1.1, 4, -28, 9, 4, -6, -1.1, -5, 4
COc1nnc(-c2ccc(N3CCOCC3)c(NC(=O)C3CCCCC3)c2)c2ccccc12
  ., ., 1, -14, -2, -16, 0.98, 2, .
COCc1nnc(SCC(=O)NC(C)c2ccccc2)n1-c1ccccc1 (stereo unspecified)
  1, 10, -9, 0, -4, -25, -0.81, -17, -7
Cc1ccc(C(C(=O)NC2CCCCC2)N(CCC(C)C)C(=O)CNC(=O)c2ccco2)o1 (stereo unspecified)
  1.1, 0, -2, 10, -15, -5, 0.28, -11, 13
CC(Sc1ccc(Br)cc1)C(N)=O (stereo unspecified)
  1.2, 4, -11, -13, -2, -28, -0.57, 10, -1
Cc1nn(C)cc1CNC(=O)Nc1ccc(Cl)cc1
  1.7, 4, -13, -5, -4, -22, -0.48, -12, 0
Cc1ccc(CNC(=O)CCNC(=O)c2ccco2)cc1
  1.2, 10, 3, -4, 13, 11, -0.95, 4, 3
O=C1CC(c2nc3ccccc3[nH]2)CN1c1cccc(C(F)(F)F)c1 (stereo unspecified)
  1.1, -5, ., ., ., ., 1.2, ., 1
C/C(Cl)=C\Cn1c(NCCCn2ccnc2)nc2c1c(=O)n(C)c(=O)n2C
  1.2, -3, 89*, -35, -14, 17, -0.17, 88*, -13
COc1cccc(N(C(=O)c2cnccn2)C(C(=O)NC2CCCCC2)c2ccc(Cl)cc2)c1 (stereo unspecified)
  1.2, 4, 0, 12, -24, 0, ., 8, -16
O=C(CSCCO)Nc1cccc2ccccc12
  ., 5, -18, 9, 6, 14, -1.2, 9, 7
Cc1nc2ccc(N)cc2s1
  1, 7, -30, -1, -3, -7, 0.22, 1, 6
O=C1NCCN1C(=O)N(c1ccccc1)c1ccccc1
  1.4, 4, -23, -5, -4, -44, -0.02, -11, -1
O=C1N2CCCc3cccc(c32)C12Nc1ccccc1S2 (stereo unspecified)
  1.1, 2, -34, 5, -1, -19, 0.56, 9, 10
CCOC(=O)c1[nH]c(C)c(C(=O)OCCN2C(=O)c3ccccc3C2=O)c1C
  1, 0, 2, -2, -2, -13, 0.02, 17, 12
CCCCN(C)CCCNC(=O)c1ccc2c(c1)NC(=O)C(N1CCOCC1)S2 (stereo unspecified)
  1.1, -4, -40, ?, 1, 13, -1.8, 8, -10
CCOC(=O)c1c(NC(C)=O)sc2c(OC)cccc12
  1.1, 4, 9, -20, 10, 10, -0.14, -7, 5
C=CCn1c(SCc2c(Cl)cccc2Cl)nnc1-c1cccnc1
  1.1, 10, -24, 0, -15, -85, 1.3, 3, 0
COc1cccc(-c2nn(-c3ccccc3)cc2/C=C\C(=O)c2cccs2)c1
  ., ., 5, 14, 6, -11, 0.69, -8, .
Cc1occc1C(=O)Nc1cccc(C(=O)NCc2ccccc2)c1
  1.2, -2, -10, 9, -6, 16, 0.85, 11, -5
Oc1ccc(-c2cccc(-c3ccc(O)cc3)n2)cc1
  1.5, 7, -10, -40, -2, -5, 0.92, -2, -1
CC(C)CNC(=O)COC(=O)c1cc(Cl)cc(Cl)c1N
  ., ., -22, 4, -10, -20, 0.13, 0, .
COc1ccccc1N1CCN(Cc2cccs2)CC1
  1, 9, -18, 5, -7, 4, -0.92, 10, 13
Cn1c(=O)c(C(=O)Nc2ccccn2)c(O)c2ccccc21
  0.5, -1, -20, 11, 10, -10, 1.4, 27, 24[fluorescence artefact?]
FC(F)(F)c1cc(-c2ccccc2)nc(N2CCCCC2)n1
  1.2, 7, -1, -20, -3, 10, -0.66, -18, 15
S=c1[nH]ncn1/N=C/c1ccccn1
  ., ., -9, -24, -24, -8, 0.11, 2, .
CCN(CC)C(=O)Nc1ccc(C(=O)OC)cc1
  1.1, 4, -53, ., -6, 8, 0.27, 0, 3
Cc1nnc(SCC(=O)Nn2cnnc2)s1
  1, -1, ., ., ., ., -0.62, ., -8
CCCCNC(=O)CN(c1cccc(F)c1)S(C)(=O)=O
  1.1, 6, -32, 1, 3, -30, 0.036, -27, -4
O=C1C=C(NCc2ccco2)CC(c2ccc(Cl)cc2)C1 (stereo unspecified)
  1.7, -1, -35, 21, -12, 86*, 0.23, 2, 3
CC(=O)N1CCN(Cc2nc3cc(NC(=O)c4ccc(Cl)cc4)ccc3n2C)CC1
  1.2, 6, -25, ., 2, -4, 1.4, 26, 8[fluorescence artefact?]

Continued:
Value order: MT1-MMP txn act, Calb biofilm kill, TNFa cytotox, F-actin modifier, LYP inh 2, HUVEC tox IL1B, DAT uptake mod, VCAM1 TNFa inh, Smad3 FoxH1 inh
O=C(O)[C@H](Cc1ccccc1)NC(=O)N1CCOCC1
  1.1, 6, -35, 2, 1, -53, -0.35, 10, 6
Cc1ccc(-c2noc(CSc3nnc(Cc4ccccc4)n3-c3ccc(Cl)cc3)n2)cc1
  1, -4, 21, -14, 21, 7, 1.6, 20, -10
CCOC(=O)c1cc(=O)n2[nH]c(-c3ccc(C)cc3)cc2n1
  1.2, 5, -13, -10, 0, -14, 1.2, 12, 4
O=C(Cc1ccc(F)cc1)NC1CCCC1
  1.1, 1, -23, 12, -6, -18, -1.5, -1, -8
Cc1ccccc1C(=O)N1CCC(C(=O)Nc2ccc(S(=O)(=O)N3CCCC3)cc2)CC1
  1, 0, 1, -19, 0, 11, 0.8, 16, -11
O=C1CCC(c2ccccc2)N1C(=O)c1cccnc1 (stereo unspecified)
  1, 6, -30, 7, 6, 1, 0.45, 6, 1
CCN1/C(=C(\O)c2ccccc2)C(=O)c2ccccc2S1(=O)=O
  1.1, 0, -10, 0, -5, 2, -0.41, -13, -2
C=CCc1cccc2cc(C(=O)NCc3ccc(C(=O)OCC)o3)c(=O)oc12
  1, -4, 40, -13, 10, 14, 0.16, 16, 7
Cc1ccc(N2C(N)=C(C#N)C(c3cccs3)C3=C2CC(C)(C)CC3=O)cc1 (stereo unspecified)
  ., 3, -18, -7, 11, -27, 0.12, 14, 0
O=C(NCc1ccccc1Cl)c1cnc2n(c1=O)CCS2
  1.1, -1, 5, -24, -14, 2, -0.031, 3, 11
Cc1ccc(OC(C)C(=O)N2CCCc3ccccc32)cc1 (stereo unspecified)
  1.3, 8, -21, ., -11, -12, -0.41, -11, -14

Bioassay records deposited in PubChem by several laboratories.
